JMJD2C inh = blocks human GASC-1 demethylase activity | 330,000 tested, 0.069% active | AID 2099 | inhibition, % at 2.35 µM | GST-JMJD2C(1-420) H3K9me3 demethylation, DELFIA europium;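 active means more than half of a compound's replicate wells show inhibition beyond 50%, single wells judged on their own value; inconclusive means some, but no more than half, of replicates pass 50% inhibition; inactive means no replicate passes 50% inhibition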;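 further: signal counts dimethyl H3K9 product captured on neutravidin plate; 0% = median of DMSO wells and 100% = 0.3 times that DMSO median; strong numbers were not always called active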
Target sequence (Q9H3R0 1-420 limits assumed): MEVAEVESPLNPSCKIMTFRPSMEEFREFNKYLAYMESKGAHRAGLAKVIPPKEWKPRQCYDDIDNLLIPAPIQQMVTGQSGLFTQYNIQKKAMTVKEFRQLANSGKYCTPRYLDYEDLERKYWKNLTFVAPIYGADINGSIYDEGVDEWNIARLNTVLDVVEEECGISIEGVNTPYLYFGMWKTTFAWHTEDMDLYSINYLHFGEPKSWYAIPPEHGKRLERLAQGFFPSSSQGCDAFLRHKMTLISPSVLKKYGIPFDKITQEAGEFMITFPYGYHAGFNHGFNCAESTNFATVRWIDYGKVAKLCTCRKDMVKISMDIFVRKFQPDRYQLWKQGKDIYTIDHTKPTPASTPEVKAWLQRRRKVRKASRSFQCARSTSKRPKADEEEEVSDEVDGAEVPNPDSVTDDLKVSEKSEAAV
CIT2-GFP yeast = modulators of TOR pathway CIT2-GFP in S. cerevisiae | S. cerevisiae CIT2-GFP strain, flow cytometry, 3 h; 100 means same as DMSO wells | GFP response vs DMSO, % at 10 µM | 320,000 tested, 0.065% active | AID 2029;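 active means GFP response relative to DMSO above a set limit, near the screen mean plus 3 SD, cut at about 150% in these data; inconclusive means Fewer than 70 cells measured for a yeast strain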;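 further: ratio of well median GFP fluorescence to mean of DMSO wells on the plate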
LAP4-GFP MLPCN = yeast TOR pathway LAP4-GFP modulation | S. cerevisiae LAP4-GFP multiplex, flow cytometry GFP, 3 h; median GFP as percent of DMSO wells | GFP response vs DMSO, % at 10 µM | 320,000 tested, 0.34% active | AID 2023;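 active means GFP response vs DMSO above a set limit, about the screen mean plus 3 SD, cut at about 150% in these data; inconclusive means under 70 cell events counted for the yeast strain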
VLA-4 inh = inhibition in a human VLA-4 binding assay; VLA-4 expressing cells, ligand binding flow cytometry; inhibition, % (about 7 µM as worked out from the volumes in the protocol); 330,000 tested, 0.2% active; P13612; AID 2557; in the data active means inhibition above about 50%
AGP1 TOR yeast = yeast TOR pathway AGP1-GFP modulation | GFP response vs DMSO, % at 10 µM | 320,000 tested, 0.02% active | S. cerevisiae AGP1-GFP multiplex flow cytometry, 3 h; GFP as percent of DMSO wells | AID 2066;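 active means GFP response relative to DMSO above a set limit, near screen average plus 3 SD, cut at about 150% in these data; inconclusive means fewer than 70 cells counted for the yeast strain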;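 further: median GFP channel fluorescence of the gated AGP1 strain per well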
RPL19A-GFP yeast = alters RPL19A-GFP fluorescence in TOR pathway yeast screen; S. cerevisiae RPL19A-GFP strain, flow cytometry, 3 h; hits give low values; percent response vs DMSO, % at 10 µM; 330,000 tested, 0.3% active;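 active means percent response vs DMSO below 50%; inconclusive means fewer than 70 events counted for the yeast strain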;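 further: median channel GFP fluorescence of the barcoded RPL19A-GFP strain; ratio of sample median GFP to plate DMSO average so 100% = DMSO; lower means less RPL19A-GFP as with rapamycin TOR inhibition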
MEP2 TOR yeast = modulators of TOR pathway MEP2-GFP in S. cerevisiae | S. cerevisiae MEP2-GFP strain, flow cytometry GFP, 3 h; 100% = DMSO control level | GFP response vs DMSO, % at 10 µM | 330,000 tested, 0.51% active | AID 2016;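 active means GFP response versus DMSO above a set limit, roughly screen mean plus 3 SD, cut at about 180% in these data; inconclusive means fewer than 70 cells counted for a yeast strain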;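 further: median GFP fluorescence of the barcode-gated MEP2-GFP cells per well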
GRK2 aptamer HTS = human GRK2 inhibition via aptamer displacement; P25098; bead flow cytometry, FAM-aptamer displacement from GRK2; inhibition of aptamer binding, % at 10 µM; 330,000 tested, 0.59% active; AID 488847;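 active means inhibition of aptamer binding above 40%, roughly 3 SD of noise, on plates passing a quality check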;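 further: median bead fluorescence of bound FAM aptamer so fluorescent compounds give negative values; no value below 0 was filed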
Target sequence (P25098 whole entry, looked up): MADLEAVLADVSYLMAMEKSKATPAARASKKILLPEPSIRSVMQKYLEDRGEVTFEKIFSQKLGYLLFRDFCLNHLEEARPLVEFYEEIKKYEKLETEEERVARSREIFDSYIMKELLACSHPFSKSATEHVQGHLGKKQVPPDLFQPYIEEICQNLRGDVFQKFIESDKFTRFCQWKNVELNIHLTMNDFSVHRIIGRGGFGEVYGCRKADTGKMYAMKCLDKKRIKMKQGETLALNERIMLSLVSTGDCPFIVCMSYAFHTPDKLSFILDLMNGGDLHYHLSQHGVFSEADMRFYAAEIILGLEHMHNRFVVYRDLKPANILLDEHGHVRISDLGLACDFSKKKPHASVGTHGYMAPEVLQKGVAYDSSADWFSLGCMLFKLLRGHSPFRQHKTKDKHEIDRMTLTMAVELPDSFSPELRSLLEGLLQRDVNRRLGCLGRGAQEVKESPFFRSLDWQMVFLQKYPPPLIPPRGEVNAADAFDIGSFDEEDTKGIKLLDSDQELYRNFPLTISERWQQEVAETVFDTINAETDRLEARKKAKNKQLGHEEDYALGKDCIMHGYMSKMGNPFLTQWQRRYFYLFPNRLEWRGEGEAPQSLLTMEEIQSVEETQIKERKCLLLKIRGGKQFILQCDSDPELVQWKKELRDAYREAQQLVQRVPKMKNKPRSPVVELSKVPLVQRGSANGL
Starred values were filed as active, the others as inactive; ? = inconclusive; · = not tested or not shown. This is a random part of the collection, and some 1.7% of all compounds hit somewhere here.

SMILES | JMJD2C inh | CIT2-GFP yeast | LAP4-GFP MLPCN | VLA-4 inh | AGP1 TOR yeast | RPL19A-GFP yeast | MEP2 TOR yeast | GRK2 aptamer HTS
COc1ccccc1NC(=O)COC(=O)c1ccccn1 | -0.5 | 100.4 | 108.4 | -0.2 | 101.2 | 104.7 | 103.4 | 1.0
COc1ccc(NC(=O)c2ccc3ccccc3c2OC)cc1 | 4.5 | 103.0 | 138.2 | 1.1 | 104.3 | 98.5 | 109.7 | 0.0
Cc1nccn1CC(=O)N/N=C/c1cc(Br)cs1 | -0.4 | 108.2 | 107.3 | 12.6 | 109.0 | 98.7 | 101.4 | 1.0
Cc1ccc(OC(=O)CCC(=O)OCCCC(F)(F)C(F)(F)F)cc1 | 4.7 | 100.3 | 109.5 | 2.8 | 110.4 | 103.2 | 105.6 | 0.0
CC(=O)NC1C(=O)Nc2c(C)cc(C)cc21 (stereo not drawn) | 5.4 | 103.7 | 97.5 | -12.2 | 102.9 | 97.1 | 99.9 | 4.0
O=C(OCC(=O)N1CCCc2ccccc21)c1cc(S(=O)(=O)N2CCOCC2)ccc1Cl | -20.2 | 87.5 | 101.1 | 10.0 | 103.6 | 93.1 | 91.0 | 1.0
COC(=O)c1c(C(=O)OC)c(-c2ccc(F)cc2)n2c1CS(=O)(=O)C2 | ? | 102.7 | 91.3 | 40.9 | 102.1 | 106.6 | 106.3 | 1.0
CCOC(=O)C(C)N1C(=O)S/C(=C/c2cc(C)n(-c3ccncc3)c2C)C1=O (stereo not drawn) | -8.6 | 107.0 | 105.0 | 1.5 | 106.1 | 111.5 | 105.2 | 0.0
Cc1ccc(S(=O)(=O)N2CCCC(C(=O)NNCC(=O)Nc3cc(F)ccc3F)C2)cc1 (stereo not drawn) | -7.8 | 91.6 | 104.0 | 4.5 | 101.0 | 87.9 | 93.5 | 10.0
CCOc1ncccc1C(=O)OCC(=O)c1ccc(Br)s1 | 5.6 | 69.0 | 97.2 | -4.4 | 78.9 | 93.5 | 97.2 | 2.0
CCOc1ccc(S(=O)(=O)N(C)c2ccc(OCC(=O)NCc3cccnc3)cc2)cc1 | -47.9 | 99.9 | 106.9 | -8.4 | 108.0 | 112.1 | 110.5 | 0.0
COc1ccc(-c2[nH]ncc2CN2CCCO2)cc1F | -5.4 | 79.0 | 92.6 | 5.5 | 85.3 | 97.6 | 93.4 | 1.0
Cc1oc(-c2ccccc2F)nc1CS(=O)CC(=O)NC1CCCCC1 (stereo not drawn) | 8.5 | 89.6 | 93.0 | 3.2 | 91.7 | 93.9 | 94.7 | 2.0
CCOc1ccc(NS(=O)(=O)c2ccc3c(c2)CCN3C(=O)CCC(=O)O)cc1 | 6.7 | 95.6 | 101.2 | 3.5 | 91.8 | 95.6 | 95.4 | 1.0
COc1cc(/C=N/NC(=O)c2ccc3nc[nH]c3c2)cc(OC)c1OC | -10.3 | · | · | 3.4 | · | 103.4 | 96.0 | 0.0
O=C1CC(c2ccccc2)CC(O)=C1C=Nc1ccccc1O (stereo not drawn) | 1.5 | 107.2 | 94.7 | -3.7 | 94.6 | 106.3 | 108.4 | 0.0
CCC(=O)NC(=S)Nc1ccc(NC(=O)c2ccccc2[N+](=O)[O-])cc1 | -3.9 | 100.9 | 95.0 | · | 106.7 | 102.8 | 109.0 | 2.0
Cc1cccc(OCC(=O)N2CCN(C(=O)c3cccs3)CC2)c1 | 4.1 | 86.5 | 90.9 | -0.2 | 86.8 | 88.1 | 94.5 | 0.0
O=C(NC(Cc1cccc(F)c1)C(=O)O)C1CCCCC1 (stereo not drawn) | 5.4 | 108.3 | 108.8 | 16.8 | 108.1 | 101.1 | 102.1 | 1.0
CN(CC(=O)Nc1ccccc1Br)CC(=O)Nc1ccccc1C(F)(F)F | -6.7 | 105.9 | 110.0 | 1.4 | 107.9 | 101.4 | 105.7 | 2.0
O=C(NC(=S)NCc1cccnc1)c1cc2ccccc2o1 | -18.1 | · | 106.4 | -3.6 | 98.1 | 92.2 | 97.6 | 3.0
COc1cc2ccccc2cc1C(=O)N/N=C/c1cccnc1 | 5.7 | 105.9 | 102.8 | -7.1 | 103.7 | 92.0 | 96.6 | 1.0
CC1CC2(CCCCC2)N2C(=O)C(=O)c3cccc1c32 (stereo not drawn) | 5.7 | 97.8 | 108.3 | -5.3 | 90.9 | 98.7 | 95.6 | 2.0
COCCNC(=O)c1c(C)cc(C)cc1C | -2.2 | 97.9 | 90.9 | 9.2 | 96.8 | 103.1 | 99.3 | 0.0
Cc1cc(SCC(=O)NC2CCCC2)nc2ccccc12 | -13.8 | 92.3 | 110.7 | 6.1 | 100.7 | 99.9 | 102.9 | 4.0
C/C(Cn1cnc([N+](=O)[O-])n1)=N\NC(=O)c1ccc(Br)cc1 | -0.3 | 94.6 | 94.9 | -10.8 | 100.2 | 99.2 | 100.0 | 6.0
COc1ccccc1N1C(=O)CCC1(C#N)c1ccc(Br)cc1 (stereo not drawn) | -3.1 | 101.8 | 92.1 | 18.6 | 103.1 | 100.6 | 98.1 | 0.0
CC(Sc1nc2ccccc2c(=O)n1CC1CCCO1)C(=O)Nc1ccc(S(N)(=O)=O)cc1 (stereo not drawn) | -3.7 | 86.7 | 91.3 | 16.9 | 98.2 | 88.1 | 86.8 | 12.0
CN(Cc1nc2c(s1)CCCC2)C(=O)CCc1nnc(-c2ccccc2)o1 | -7.1 | 87.2 | 90.3 | 8.0 | 88.0 | 85.9 | 96.9 | 12.0
O=C(CNC(=O)c1ccc(Oc2ccccc2)cc1)OCc1ccc(Br)cc1 | -1.7 | 102.6 | 102.9 | -49.2 | 98.0 | 99.6 | 109.4 | 2.0

Reformatted as labelled records: entries from further up
molecule: O=C(NC(=S)NCc1cccnc1)c1cc2ccccc2o1
  JMJD2C inh = -18.1	CIT2-GFP yeast = ·	LAP4-GFP MLPCN = 106.4	VLA-4 inh = -3.6	AGP1 TOR yeast = 98.1	RPL19A-GFP yeast = 92.2	MEP2 TOR yeast = 97.6	GRK2 aptamer HTS = 3.0
molecule: COc1cc2ccccc2cc1C(=O)N/N=C/c1cccnc1
  JMJD2C inh = 5.7	CIT2-GFP yeast = 105.9	LAP4-GFP MLPCN = 102.8	VLA-4 inh = -7.1	AGP1 TOR yeast = 103.7	RPL19A-GFP yeast = 92.0	MEP2 TOR yeast = 96.6	GRK2 aptamer HTS = 1.0
molecule: CC1CC2(CCCCC2)N2C(=O)C(=O)c3cccc1c32 (stereo not drawn)
  JMJD2C inh = 5.7	CIT2-GFP yeast = 97.8	LAP4-GFP MLPCN = 108.3	VLA-4 inh = -5.3	AGP1 TOR yeast = 90.9	RPL19A-GFP yeast = 98.7	MEP2 TOR yeast = 95.6	GRK2 aptamer HTS = 2.0

Later entries:
SMILES | JMJD2C inh | CIT2-GFP yeast | LAP4-GFP MLPCN | VLA-4 inh | AGP1 TOR yeast | RPL19A-GFP yeast | MEP2 TOR yeast | GRK2 aptamer HTS
CCCCc1c(C)nn(-c2nnc3c4ccccc4n(C)c3n2)c1C | 19.0 | 96.2 | 106.2 | 0.1 | 118.8 | 103.7 | 127.6 | 0.0
CC(C)NS(=O)(=O)c1ccc(NC(=O)Cc2ccsc2)cc1 | -23.7 | 92.7 | 93.9 | -1.0 | 102.5 | 100.3 | 96.1 | 0.0
COc1cccc(C(=O)Cn2c(N3CCOCC3)nc3c2c(=O)n(C)c(=O)n3C)c1 | -1.0 | 94.8 | 107.3 | 3.8 | 97.3 | 94.6 | 99.8 | 0.0
COc1cc(/C=C(\C#N)C(=O)NCC2CCCO2)ccc1OCC(N)=O (stereo not drawn) | -0.4 | 97.4 | 97.2 | 15.2 | 101.5 | 95.1 | 98.0 | 0.0
Cc1ccccc1-n1ncc2c([N+](=O)[O-])cc([N+](=O)[O-])cc21 | -6.9 | 70.0 | 149.0 | 2.2 | 79.1 | 88.3 | 86.1 | 0.0
Cc1c(CCC(=O)NCCCn2ccnc2)c(=O)oc2c(C)c3occ(C(C)(C)C)c3cc12 | -1.6 | 81.5 | 84.5 | 3.9 | 82.3 | 85.5 | 81.4 | 0.0
CCCCN1C(=O)C(=O)N(CC(=O)Nc2ccc(OC(F)(F)F)cc2)C1=O | 8.2 | 101.3 | 93.4 | -0.1 | 102.1 | 100.5 | 99.0 | 1.0
CCCCCC/C=C/c1ccc([C@H]2[C@H]3C=CC[C@@H](C)[C@@H]3C(=O)N2Cc2ccccc2)c(F)c1 | 3.1 | 95.4 | 94.1 | 4.2 | 101.9 | 100.2 | 104.5 | 1.0
Cc1[nH]nc2c1C1(CCN(C(=O)OCc3ccccc3)CC1)C(C#N)=C(N)O2 | -2.4 | 93.6 | 108.1 | -0.2 | 100.0 | 95.2 | 103.4 | 0.0
O=C(NCCCN1CCCC1)c1ccc2c(c1)N(Cc1ccc(F)cc1)C(=O)c1ccccc1S2=O (stereo not drawn) | 16.5 | 94.3 | 89.7 | 14.2 | 91.8 | 97.4 | 109.7 | 0.0
COc1ccc(CCn2c(NCCCN3CCOCC3)nc3c2c(=O)[nH]c(=O)n3C)cc1 | -0.1 | 118.0 | 108.5 | -1.9 | 113.3 | 109.7 | 103.5 | 0.0
CC(C)c1ccc(OC(=O)NCCO)cc1 | 10.8 | 106.1 | 99.6 | 12.2 | 98.5 | 93.9 | 94.8 | 1.0
CCN(CC)CCn1c(=S)[nH]c2cc(C(=O)NCc3ccc(C)cc3)ccc2c1=O | 4.1 | 101.4 | 101.6 | -2.3 | 105.5 | 102.6 | 107.8 | 0.0
COc1cccc(-c2csc(N3CCN(C(=O)Nc4ccccc4Cl)CC3)n2)c1 | -6.9 | 89.2 | 110.5 | -2.1 | 95.9 | 96.5 | 104.5 | 0.0
O=C(O)CC1CCCC(c2ccccc2)C1=O (stereo not drawn) | -18.0 | 100.3 | 97.9 | -6.6 | 112.8 | 102.5 | 102.6 | 0.0
CCCc1nc(SCC(=O)N2CCOCC2)c2c(C)c(C)sc2n1 | 17.2 | 96.3 | 111.0 | 20.0 | 102.4 | 100.0 | 117.0 | 3.0
CCOC(=O)Nc1ccc2c(c1)N(C(=O)CN)c1ccccc1CC2 | 4.8 | 100.7 | 108.0 | 14.2 | 102.8 | 100.3 | 101.9 | 0.0
Cc1cc(NC(=O)CSc2nnc(C(F)(F)F)n2C)no1 | 2.4 | 86.6 | 94.0 | 5.6 | 92.2 | 95.4 | 98.0 | 1.0
CCOc1ccccc1N(CC(=O)NC(C)(C)C)C(=O)CCC(=O)Nc1nccs1 | -33.2 | 97.2 | 91.8 | -9.7 | 92.9 | 103.0 | 100.9 | 0.0
CCCn1c(NC(=O)c2ccc(Br)cc2)nc2ccccc21 | -3.8 | 102.0 | 108.9 | 5.1 | 103.5 | 101.7 | 105.9 | 1.0
COc1ccc(CNC(=O)N2CCN(c3ccccc3OC)CC2)cc1 | 16.1 | 109.9 | 95.9 | -4.5 | 87.0 | 95.7 | 101.0 | 0.0
Nc1nncn1C(=O)c1ccccc1Cl | 7.2 | 94.5 | 102.1 | -13.4 | 93.3 | 91.7 | 97.8 | 2.0
CCN(CC)c1ccc(C=O)c(OC)c1 | 2.3 | 94.0 | 104.2 | 5.2 | 102.8 | 100.8 | 93.8 | 0.0
CCc1cc2c(=O)[nH]c(-c3ccccn3)nc2s1 | -7.3 | 103.6 | 133.3 | -17.4 | 91.0 | 91.5 | 95.7 | 6.0
Cc1cc(S(=O)(=O)N2CCCC2C(=O)N2CCOCC2)c(C)cc1Cl (stereo not drawn) | -12.8 | 103.7 | 93.4 | 24.5 | 102.5 | 101.9 | 104.6 | 1.0
